# High-throughput results: PubChem BioAssay, National Center for Advancing Translational Sciences (NCATS)
# Giardia FBPA inh = qHTS Assay for Inhibitors of Fructose-1,6-bisphosphate Aldolase from Giardia Lamblia. A8B2U2. purified Giardia FBPA. Potency, µM (doses to about 59.6 µM), inactives show at the top dose activity, negative = inhibition, usual class: inhibitors. 290,000 tested, 0.71% active. AID 2451, 2010; further: potency means the concentration at half of the fitted maximal effect; nearly all actives have a fitted effect of over 55% in size
# Target sequence (A8B2U2 whole entry, looked up): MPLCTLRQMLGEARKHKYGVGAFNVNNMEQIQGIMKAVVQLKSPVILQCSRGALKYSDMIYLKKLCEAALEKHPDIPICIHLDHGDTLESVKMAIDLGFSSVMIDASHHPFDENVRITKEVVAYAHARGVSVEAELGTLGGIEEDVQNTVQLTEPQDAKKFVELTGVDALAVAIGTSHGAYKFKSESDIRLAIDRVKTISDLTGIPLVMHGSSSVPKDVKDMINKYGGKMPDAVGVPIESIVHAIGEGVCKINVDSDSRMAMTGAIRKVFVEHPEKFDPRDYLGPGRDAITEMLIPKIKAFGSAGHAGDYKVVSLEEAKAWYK
#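 Giardia FBPA (40 nM reagent) was preincubated 10 min at RT with compound (up to 57.5 uM final), then substrate plus GAPDH/TPI/NAD/arsenate coupling system with diaphorase/resazurin was added; resorufin fluorescence (525/598 nm) was read after 20 min.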
# AmpC inh detg = qHTS Inhibitors of AmpC Beta-Lactamase (assay with detergent); P00811; AmpC hydrolysis of nitrocefin, absorbance 480 nm, 0.01% Triton; Potency, µM (highest dose often 114 µM), for the others: at the top dose activity change, negative = inhibition, usual class: inhibitors; 370,000 tested, 0.041% active; AID 485294, 2010;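 further: potency means the concentration at half of the fitted maximal effect; 0% = no-compound wells and -100% = no-enzyme wells; nearly all actives have a fitted effect of over 25% in size; some results filed as inactive show a strong effect at the top dose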
# Target sequence (P00811 whole entry, looked up): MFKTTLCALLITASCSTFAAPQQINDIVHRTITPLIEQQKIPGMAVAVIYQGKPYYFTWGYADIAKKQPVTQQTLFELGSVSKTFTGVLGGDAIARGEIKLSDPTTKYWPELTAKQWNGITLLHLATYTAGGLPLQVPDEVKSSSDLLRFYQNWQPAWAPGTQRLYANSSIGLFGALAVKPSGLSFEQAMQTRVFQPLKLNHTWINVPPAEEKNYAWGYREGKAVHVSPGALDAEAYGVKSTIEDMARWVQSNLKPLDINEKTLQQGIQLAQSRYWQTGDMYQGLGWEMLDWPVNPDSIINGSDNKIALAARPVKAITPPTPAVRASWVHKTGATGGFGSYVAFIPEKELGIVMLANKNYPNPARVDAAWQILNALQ
#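 20 mM phosphate pH 7.0 + 0.01% (detergent screen) or 0.0001% Triton X-100; 5.3 nM AmpC reagent; cpd preinc 15 min RT; nitrocefin (800 uM stock) to start; A480 q20 s × 4 min; Activity was normalised to no-enzyme and no-compound control wells.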
# AMA1 RON2 block = qHTS for Inhibitors of AMA1-RON; Towards Development of Antimalarial Drug Lead: Primary Screen | AlphaScreen AMA1-biotinylated RON2 peptide binding | Potency, µM (series often up to 58.2 µM), for inactives: at the top dose activity change, negative = inhibition, hits mostly inhibitors | 360,000 tested, 0.2% active | AID 720542, 2013;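 further: potency means the concentration at half of the fitted maximal effect; 0% = vehicle wells and -100% = peptide control; nearly all actives have a fitted effect of over 45% in size; some results filed as inactive show a strong effect at the top dose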
#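 AMA1 (3D7) with his tag at 25 nM final met compounds first, then biotinylated RON2 peptide at 25 nM; detection used donor plus acceptor beads, 10 µg/mL apiece, read by AlphaScreen after 30 min at room temperature.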
# HCV inhibitor = qHTS Assay for Inhibitors of Hepatitis C Virus (HCV) | 340,000 tested, 3.4% active | AID 651820, 2012 | Potency, µM (top dose mostly 41.8 µM), inactives show at the top dose activity change, negative = inhibition, hits mostly inhibitors | Huh7.5.1 HCVcc-Cre infection, luciferase reporter, 44 h; further: potency means the concentration at half of the fitted maximal effect
#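 After 44 h co-culture of compound, cells and HCVcc-Cre (~0.5 moi), substrate is added for 15 min at room temperature and luciferase measured over 15 sec. Cells were seeded at 1,000/well and pre-cultured 4 h.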
# HCMV antiviral = qHTS Assay for inhibitors of the human cytomegalovirus (HCMV). HFF cells, HCMV-luciferase reporter, 72 h; active compounds read low. activity change, negative = inhibition, % at 57.5 µM. 410,000 tested, 4.5% active; in the data active means activity change below about -60%; inconclusive means no clear call, values can overlap the other calls; inactive means above about -39%
#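 After 16 h attachment at 37C, HFF cells received test compound and HCMV-luciferase (1 PFU/cell); reporter luminescence read 72 h later, data normalized against buffer-only and known inhibitor Salinomycin.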
# Sm TGR inh = qHTS Assay for the Inhibitors of Schistosoma Mansoni Peroxiredoxins; Schistosoma mansoni thioredoxin glutathione reductase (TGR), Q962Y6; purified TGR, DTNB reduction, TNB absorbance 405 nm; Potency, µM (titrated, usually from 114 µM), inactives show at the top dose activity change, negative = inhibition, actives largely listed as inhibitors; 360,000 tested, 3% active; further: potency means the concentration at half of the fitted maximal effect; nearly all actives have a fitted effect of over 60% in size
#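 First, TGR (20 nM dispensed) and NADPH were mixed with compound. Second, a 15 min room-temperature incubation followed. Third, further NADPH and then DTNB were added to start the reaction. Finally, TNB absorbance was monitored kinetically.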
# Numbers without * were called inactive; u = inconclusive; x = not tested or not shown; & = joins results of further samples; [ ] = dose if it differs, or a comment. Unless noted, the call rests on the fitted dose curve; in most records, active means well fitted curve in the direction sought with a large enough effect; inconclusive means small, poorly fitted or top-dose-only effect, or another doubt; inactive means no such curve, though single readings can be large; an effect the other way counts as inactive or inconclusive. Unless noted, on the % scale 0 is the no-effect control and ±100 the full control effect.
SMILES,Giardia FBPA inh,AmpC inh detg,AMA1 RON2 block,HCV inhibitor,HCMV antiviral,Sm TGR inh
COc1ccc(C=NC(CO)C(O)c2ccc([N+](=O)[O-])cc2)cc1 (configuration not stated),x,7.5%,12.6%,-6.5%,21.0,0.0%
CC1(C)CC(=O)c2sc(NS(=O)(=O)c3ccc(Cl)cc3)nc2C1,-1.7%,-5.4%,16.4%,13.5%,-33.4,-24.2%
COc1ccccc1/C=C/c1onc(C)c1S(=O)(=O)N1CCC(C(=O)NC2CCCCCC2)CC1,5.0%,-0.6%,3.6%,1.7%,26.6,1.7%
CCN(c1ccccc1C)S(=O)(=O)c1nnc(NC(=O)c2ccccc2C)s1,x,-1.1%,x,x,-7.6,u
CCN(CC)CCN1c2ccccc2Sc2ccc3ccccc3c21,-8.3%,-5.1%,-2.2%,u,u,-7.2%
CCOC(=O)c1ccccc1NC(=O)CSc1nnc(Cc2cccn2C)n1-c1ccc(C)cc1,1.4%,u,3.6%,u,10.6,-7.7%
O=C(Nc1nnc(C2CCCCC2)s1)c1ccc(Br)s1,0.3%,-1.7%,1.4%,8.7%,33.1,1.6%
CCOC(=O)c1sc2ccccc2c1S(=O)(=O)Nc1cc(OC)ccc1OC,x,8.9%,x,x,-17.2,-0.4%
CCc1c(C)sc(NC(=O)c2cc(-c3ccc(OC)c(OC)c3)on2)c1C#N,-0.2%,20.0%,-4.6%,-18.1%,10.0&-9.0,-1.3%&1.6%
COc1ccc(N(CC(=O)NC2CC3CCC2C3)S(=O)(=O)c2ccc(C)c([N+](=O)[O-])c2)cc1 (configuration not stated),1.3%,-12.1%,-5.7%,2.82µM*,-26.5,-3.8%
CCSc1nnc(-c2cccnc2)n1-c1ccc(C)c(Cl)c1,4.4%,-8.3%,0.7%,11.0%,-10.4,-0.7%
Cn1c(=O)c2c(ncn2CC(=O)Nc2ccc(Cl)cc2Cl)n(C)c1=O,1.3%,-8.2%,1.4%,u,2.5,5.2%
CCN(CC)CCn1c(OC)cc(=O)[nH]c1=O,1.6%,-12.8%,12.7%,1.5%,9.5,-27.9%
CCN(CC)CCNC(=S)Nc1ccc(Cl)cc1,3.0%,-1.6%,18.1%,0.6%,-9.2,8.5%
NC1=NC(c2cn[nH]c2-c2cccc(F)c2)n2c(nc3ccccc32)N1 (configuration not stated),6.1%,-9.6%,11.8%,14.4%,-14.6,1.1%
Cc1[nH]c2ccccc2c1C(=O)COC(=O)c1ccc([N+](=O)[O-])s1,-17.4%,-1.5%,18.4%,-1.4%,119.4,x
O=C(CCN1C(=O)C2CC=CCC2C1=O)NC1CCCCC1 (configuration not stated),x,-1.8%,-2.3%,8.9%,-6.0,7.3%
CCN(C(=O)COC(=O)c1ccccc1NC(=O)c1ccco1)C1CCS(=O)(=O)C1 (configuration not stated),0.1%,-7.8%,8.4%,2.6%,58.9,u
NC(=O)c1ccc(CN2CCC(Cc3ccccc3)CC2)cc1,0.1%,-1.3%,-8.6%,11.2µM*,u,x
CCc1ccc(NC(=O)c2nn(-c3ccc(OC)cc3)c(=O)c3c2c2ccccc2n3C)cc1,x,-6.3%,x,x,-8.9,8.0%
CCCCn1c(=O)n(CC2CCC(C(=O)NCCCOC)CC2)c(=O)c2sccc21 (configuration not stated),x,21.3%,x,x,5.5,1.3%
O=C(O)C1C2c3ccccc3C(=O)C1(C(=O)O)c1ccccc12 (configuration not stated),x,x,11.5%,25.3%,17.7,x
C#CCOc1c(Cl)cc(/C=C2/C(=O)ON=C2C)cc1OC,-11.7%,-4.0%,8.5%,-6.8%,-5.7,-25.5%
Cc1ccc(N2CC(C(=O)NCc3n[nH]c(=O)c4ccccc34)CC2=O)cc1C (configuration not stated),x,-7.1%,-8.7%,-11.0%,-1.0,-5.6%
CCS(=O)(=O)N1N=C(c2cccc(NS(C)(=O)=O)c2)CC1c1cccs1 (configuration not stated),x,-1.8%,2.7%,11.0%,-15.5,-29.5%
Cc1cc(NC(=O)CSc2nnc(-c3c[nH]c4ccccc34)n2C)no1,4.5%,6.4%,-0.2%,-1.5%,25.9,11.7%
Cc1ccc(N=C2NC(=O)CC(C(=O)Nc3ccc4c(c3)OCO4)S2)cc1 (configuration not stated),1.2%,-0.5%,-3.2%,-6.9%,11.2,58.7%[activator]
Cc1ccccc1NC(=O)CN(c1ccc(F)cc1)S(C)(=O)=O,0.7%,u,-5.9%,5.4%,7.6,-3.5%
O=C(/C=C/c1ccc2c(c1)OCO2)Nc1cc(S(=O)(=O)N2CCOCC2)ccc1N1CCOCC1,0.1%,u,-21.0%,4.0%,-36.0,4.1%
CC(NC(=O)c1ccc(S(=O)(=O)N(C)C)cc1)c1ccc(-n2ccnc2)cc1 (configuration not stated),-0.2%,-8.6%,37.7%[activator],3.2%,8.9,-7.7%
N#CC1=C(SCc2ccccc2)NC(=O)CC1c1ccco1 (configuration not stated),-27.7%,u,-20.7%,-6.5%,60.8,35.5µM*
O=C(CCc1ccc(S(=O)(=O)N2CCOCC2)cc1)Nc1ccc(F)cc1[N+](=O)[O-],x,x,-6.5%,-14.9%,-23.3,x
CCn1cc(C(=O)NC2CCCC2)c(=O)c2cc(S(=O)(=O)N3CCOCC3)ccc21,x,x,-2.2%,18.9%,-37.4,x
CCC(C)(C)NC(=O)C(c1ccc(OC)cc1)N(C(=O)CCC(=O)Nc1cc(C)on1)c1ccccc1OC (configuration not stated),-9.5%,u,-6.8%,7.4%,3.6,-3.5%
Cc1oc(-c2ccccc2)cc1C(=O)NC(Cc1c[nH]c2ccccc12)C(=O)O (configuration not stated),9.5%,-13.7%,-9.5%[2.32 µM],4.5%,107.3,-32.6%
CC1(C)CC(=O)C2=C(C1)NC(=S)C(C#N)C21CCCCC1 (configuration not stated),u,1.5%,61.9%[activator],4.8%,-4.6,-14.4%
O=C(NCCO)c1nc2ccccc2s1,5.3%,-3.2%,-11.6%,18.1%,62.5,-2.0%
COC(=O)c1ccc(NC(=O)c2nn(C)c3c2CS(=O)(=O)c2ccccc2-3)cc1,x,12.1%,x,x,0.1,7.4%
COc1ccccc1C(=O)Nc1cccc(OCc2cc(=O)n3c(C)csc3n2)c1,x,0.4%,x,x,-7.5,-6.9%
Cc1cccc(C)c1OCc1nc2c3cnn(-c4ccccc4Br)c3ncn2n1,x,-5.9%,x,x,-27.8,1.9%
COc1ccc(-c2nc3ccccc3n2Cc2ccc(C)cc2)cc1,-0.6%,u,-0.5%,u,-32.9,u
COc1ccc2c(Sc3ccccc3)c(C(=O)NCc3cccc(OC)c3OC)[nH]c2c1,x,21.6%,x,x,22.9,1.6%
COc1ccc(-c2ccc(CCC(=O)O)n2CC(=O)Nc2ccccc2C)cc1,14.5%,1.1%,u,13.0%,33.6,u
CCOC(=O)c1ccc([N+](=O)[O-])cc1NC(C)=O,-1.4%,-9.8%,20.2%,-12.3%,26.2,-21.7%
CCC(NC(=O)C(C)NC)C(=O)N1CCCC1C(=O)NC1CCCc2ccccc21 (configuration not stated),x,7.6%,23.9%,30.3%[activator],u,31.6µM*
C#CCOCCOCCOCCNc1nc(N2CCN(C(=O)Cn3cc(CCO)nn3)CC2)nc(N2CCN(C(=O)[C@H]([C@@H](C)CC)n3cc(CCCN=C(N)N)nn3)CC2)n1,x,x,-6.3%,13.4%,-17.0,x
CCOc1ccc(N(C)C(=O)CCc2nnc3ccc(N4CCCCC4)nn23)cc1,x,-10.7%,0.0%,4.2%,-30.6,1.2%
Cc1ccc2sc(N(CCCN(C)C)C(=O)c3ccc(S(=O)(=O)N(C)C)cc3)nc2c1C,-1.0%,1.0%,-4.5%,u,-26.7,12.4%
CCN(CC)CCNC(=O)c1ccc2c(=O)n3nc(Nc4ccccc4OC)sc3nc2c1,x,12.3%,x,x,-101.2*,0.5%
Cc1cccc(NC(=O)c2cc([N+](=O)[O-])ccc2Cl)c1O,-5.2%,0.3%,-6.3%,-22.9%,51.8,-4.5%
CCOc1ccccc1NC(=O)C(CC(C)C)NS(=O)(=O)c1ccc2c(c1)oc(=O)n2C (configuration not stated),x,-8.2%,x,x,-1.5,4.9%
CC1N/C(=C\C(=O)c2ccccc2)N(O)C1(C)C (configuration not stated),-10.6%,-5.6%,-2.4%,u,14.5,1.2%
O=C(N=Nc1c(O)[nH]c2ccc([N+](=O)[O-])cc12)c1ccccc1[N+](=O)[O-],-3.5%,6.3%,-11.4%,u,-21.3,-2.0%
CCOC(=O)c1ccc(N2CCN(c3ccc(F)cc3)CC2)c(NC(=O)Nc2cccc(OC)c2)c1,-0.9%,-1.1%&-6.8%,-4.3%,u,-5.5&-18.7,0.8%&-18.4%
CCN1CCc2c(C#N)c(N3CCOCC3)nc(N3CCOCC3)c2C1,0.6%,-0.8%,1.3%,-14.6%,24.7,0.3%
CCN(CC)CCCNC(=O)CSc1nc2nc(C)c(Cc3c(F)cccc3Cl)c(C)n2n1,x,9.4%,x,x,-38.6,2.9%
CCC(C(=O)NC1CC1)n1nc(C)c2c(C)n(-c3ccc(C)cc3)nc2c1=O (configuration not stated),-0.1%,2.4%,4.6%,u,u,0.2%
COc1ccc([C@H]2C(C(=O)O)=C[C@@H](CC3CCCC3)N2S(=O)(=O)c2ccc(C)cc2)cc1OC,x,x,0.4%,23.4%,-18.7,x
COc1cc(C(=O)N2CCC(c3nc4ccccc4s3)CC2)cc(OC)c1OC,x,-2.3%,x,x,9.9,0.0%
